High-throughput results from PubChem.
RXFP1 agonist – RXFP1 (human) receptor agonism; Q9HBX9; HEK293T-RXFP1 cAMP TR-FRET, 30 min; response scale: percent of porcine relaxin response, buffer zero; Potency, µM (doses to about 57.5 µM), for inactives: at the top dose activation, actives largely listed as activators; 0.3% of 370,000 active; active = well fitted activation curve with a large enough effect; also: potency is read from the fitted curve at half-maximal effect; % is scaled to controls: 0 for no effect and ±100 for the full control effect; nearly all actives have a fitted effect of over 60% in size; many of its hits are not listed in these tables
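HEK293 cells stably expressing RXFP1, treated 30 min at 37C with compounds plus PDE4 inhibitor Ro 20174; cAMP measured by HTRF TR-FRET. Normalized to buffer and 29 nM porcine relaxin; EC50 by Hill fit.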
D2 ag – activates the human D2 dopamine receptor; HEK293 T-REx D2 cells, calcium flux agonist mode; activation, % at 2 µM; 0.53% of 340,000 active; AID 485358;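 active = activation over 3 SD above normal in the single-dose calcium agonist read, cut at about 30% in these data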; also: 0% is about no effect
Target sequence (P14416 whole entry, looked up): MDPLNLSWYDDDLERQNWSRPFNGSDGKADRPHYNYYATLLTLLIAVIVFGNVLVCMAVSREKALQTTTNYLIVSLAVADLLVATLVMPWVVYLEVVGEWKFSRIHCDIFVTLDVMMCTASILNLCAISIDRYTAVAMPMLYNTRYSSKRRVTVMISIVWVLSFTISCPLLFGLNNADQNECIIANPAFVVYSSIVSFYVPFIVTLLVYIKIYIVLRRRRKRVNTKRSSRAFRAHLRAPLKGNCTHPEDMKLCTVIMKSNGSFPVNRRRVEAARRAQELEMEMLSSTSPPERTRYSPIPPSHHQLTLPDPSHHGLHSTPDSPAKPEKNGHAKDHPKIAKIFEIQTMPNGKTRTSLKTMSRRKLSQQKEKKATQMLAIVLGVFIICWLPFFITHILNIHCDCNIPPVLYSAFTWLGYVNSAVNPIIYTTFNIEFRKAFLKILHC
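Calcium-flux readout, 1 cycle/sec over 180 s following compound pin transfer, in inducible HEK293 Trex D2 cells (force-coupled); dopamine controls included. Positive calcium responses during this window marked compounds as potential agonists.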
TRHR PAM – allosterically enhances the human TRH receptor. P34981. TRHR cells, fluo-8 calcium fluorescence, EC20 TRH enhancement. enhancement, % at 2 µM. 0.66% of 360,000 active. AID 493056; in the data active = enhancement above about 30%; also: 0% is about no effect
Target sequence (P34981 whole entry, looked up): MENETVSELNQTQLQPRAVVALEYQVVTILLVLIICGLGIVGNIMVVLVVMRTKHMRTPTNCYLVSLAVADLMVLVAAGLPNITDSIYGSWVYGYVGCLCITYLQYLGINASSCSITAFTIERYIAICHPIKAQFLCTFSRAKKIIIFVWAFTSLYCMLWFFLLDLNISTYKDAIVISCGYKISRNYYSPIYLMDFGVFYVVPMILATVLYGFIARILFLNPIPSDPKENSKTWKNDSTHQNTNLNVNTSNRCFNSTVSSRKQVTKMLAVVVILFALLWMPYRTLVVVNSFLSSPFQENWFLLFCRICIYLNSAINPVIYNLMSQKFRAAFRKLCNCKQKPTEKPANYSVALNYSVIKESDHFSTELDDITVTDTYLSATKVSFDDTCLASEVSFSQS
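Enhancer read-out: after compound pinning and an initial kinetic agonist-mode read, an EC20 of TRH (10 nM final) was injected and fluo-8 calcium signal (Ex 480/Em 530) followed at 1 s/cycle for 100 cycles in TRHR-expressing cells.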
D2 antag – D2 dopamine receptor (human) antagonism | AID 485344 | inhibition, % at 10 µM | 2% of 340,000 active | P14416 | HEK293 TREx D2 cells, calcium flux, dopamine EC80; in the data active = inhibition above about 30%; also: 0% is about no effect
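Antagonism is scored as inhibition of an EC80 dopamine-evoked calcium signal in a force-coupled, tetracycline-inducible HEK293 T-REx D2 line, with compound present 180 s before agonist.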
RXFP1 antagonist – blocks the human relaxin receptor RXFP1 | Q9HBX9 | HEK293-RXFP1, relaxin-stimulated cAMP HTRF, 30 min; hits give low values | activity change, negative = inhibition, % at 57.5 µM | 0.59% of 350,000 active | AID 1259400;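 active = activity change of -60% or lower, but not beyond a set lower limit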; also: % is scaled to controls: 0 for no effect and ±100 for the full control effect
D2 PAM – D2 dopamine receptor (human) potentiation; P14416; HEK293 T-REx D2, calcium flux, EC20 dopamine potentiation; potentiation, % at 10 µM; 0.34% of 340,000 active; AID 485347;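 active = potentiation over 3 SD above the plate norm, cut at about 30% in these data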; also: 0% is about no effect
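Cells plated with tetracycline inducer and held overnight at 30 C; calcium dye loaded 30–90 min at room temperature; baseline taken, compound added and read 180 s; EC20 dopamine then added and read 180 s.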
D1 ag – agonists of human D1 dopamine receptor; P21728; HEK293 T-REx D1 cells, calcium flux, agonist mode; activation, % at 2 µM; 1% of 360,000 active; AID 504660; in the data active = activation above about 30%; also: 0% is about no effect
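Tetracycline-induced HEK293 TREx D1 cells, force-coupled to calcium signalling, were dye-loaded with a no-wash calcium kit. Compound was pin-added after a 10 s baseline. Fluorescence was read kinetically at 1 cycle/s for 180 s, with calcium rises flagged as agonism.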
D1 potentiator – enhances dopamine response at the human D1 receptor | HEK293 TREx D1 cells, calcium flux, dopamine EC20 potentiation | potentiation, % at 10 µM | 0.036% of 360,000 active | AID 504651; in the data active = potentiation above about 30%; also: 0% is about no effect
D1 antagonist – blocks dopamine activation of the human D1 receptor; HEK293 TREx D1 cells, calcium flux, dopamine EC80; hits give low values; P21728; 3.2% of 360,000 active; activity change, negative = inhibition, % at 10 µM; in the data active = activity change below about -30%; also: % is scaled to controls: 0 for no effect and ±100 for the full control effect
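Using tetracycline-induced force-coupled D1 Hek293 cells and a calcium dye, signals were followed for 180 s after compound, then for 180 s after EC80 dopamine, to detect inhibitors.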
* hit, by the source's call; / = no result given. Only part of the results is shown; count on the stated rates, not on these rows.

Codes: A = RXFP1 agonist; B = D2 ag; C = TRHR PAM; D = D2 antag; E = RXFP1 antagonist; F = D2 PAM; G = D1 ag; H = D1 potentiator; I = D1 antagonist
CCCOc1cccc(C(=O)NCCNC(=O)c2ccc(C)nc2)c1
  A = 3.7%; B = 0.4; C = 1; D = -16; E = -2; F = -3; G = 5; H = -5; I = -11
Cc1ccc(-c2c(C(=O)N/N=C/c3cccc(Cl)c3)nnn2-c2nonc2N)cc1
  A = -1.6%; B = -0.7; C = 9; D = -18; E = 4; F = 5; G = 16; H = -3; I = -6
Cc1cccn2c(=O)c3cc(C#N)c(=NC(=O)c4cccs4)n(CCCOC(C)C)c3nc12
  A = 11%; B = 1.0; C = -6; D = -12; E = -4; F = -2; G = 1; H = -4; I = 8
CC(C)NC(=O)C(=O)NNC(=O)CCc1ccccc1
  A = 0.7%; B = 0.9; C = -1; D = 7; E = 6; F = -2; G = 7; H = 5; I = 27
CC1CCCCN1S(=O)(=O)c1ccc(N(C(=O)c2cnccn2)C(C(=O)NC2CCCCC2)c2cccs2)cc1 (configuration not stated)
  A = 2.6%; B = 0.1; C = -3; D = 3; E = 9; F = 5; G = 1; H = 0; I = -2
CN1CCN(C(=S)NC(=O)c2ccc(-c3ccccc3)cc2)CC1
  A = 0.9%; B = 1.4; C = -7; D = -11; E = -2; F = -5; G = 1; H = -2; I = -16
Cc1cc(NCCO)c2cc(O)ccc2n1
  A = 10%; B = 0.6; C = -1; D = -7; E = -4; F = -3; G = 2; H = 1; I = -28
CCC1CN(C(=O)N2CCC(C(=O)NCc3ccc(OC)cc3OC)CC2)c2cc(C)ccc2O1 (configuration not stated)
  A = -0.2%; B = 0.8; C = -5; D = /; E = -34; F = -8; G = 2; H = 4; I = -7
CCOC(=O)C(CC)(CCC(=O)O)c1csc(N)n1 (configuration not stated)
  A = -2.4%; B = 0.6; C = -1; D = -6; E = 22; F = 8; G = 1; H = -3; I = 10
O=[N+]([O-])c1ccc(S(=O)(=O)c2ccccc2)nc1
  A = -1.5%; B = -0.2; C = -7; D = -8; E = -5; F = 1; G = 0; H = -14; I = -40*
Cc1cc(NC(=O)CCCn2nc([N+](=O)[O-])c(Br)c2C)no1
  A = -2.0%; B = 0.8; C = -6; D = 2; E = 1; F = /; G = 1; H = -2; I = -9
COc1ccccc1CNC(=O)Cc1ccccc1
  A = -0.4%; B = 1.0; C = -6; D = 22; E = 2; F = 6; G = 2; H = -2; I = -3
O=C(OCC(=O)N1CCc2ccccc21)c1cncc(Br)c1
  A = 0.5%; B = 0.9; C = 3; D = 4; E = -3; F = 2; G = 1; H = 2; I = 12
CCOC(=O)C1=C(C)NC(C)=C(C(=O)OCC)C1C(=O)OCC(=O)NC1(C#N)CCCCC1
  A = -0.6%; B = -0.2; C = 4; D = 3; E = -40; F = 8; G = 0; H = -3; I = 20
O=c1cc(CSc2ccccc2)nc(-c2ccccc2)[nH]1
  A = 0.1%; B = 1.2; C = -3; D = 5; E = -2; F = -3; G = 1; H = -2; I = -9
COc1ccc(C(=O)N2CCNC(=O)C2CC(=O)Nc2ccc(C)c(C)c2)cc1 (configuration not stated)
  A = -1.8%; B = 0.4; C = -1; D = 11; E = 2; F = -3; G = 0; H = -5; I = 21
CC(c1ccccc1C(O)c1ccccc1)N(C)C (configuration not stated)
  A = 0.5%; B = /; C = -1; D = /; E = -11; F = 9; G = 3; H = 0; I = 2
Cn1c(=O)c2c(nc(SCC(=O)Nc3ccccc3)n2Cc2ccccc2F)n(C)c1=O
  A = 4.7%; B = 0.1; C = 1; D = /; E = 6; F = /; G = 2; H = 0; I = -10
CCN(C(=O)c1cc2c(=O)[nH]c3ccc(C)cc3c2s1)c1ccc(OC)cc1
  A = 1.1%; B = -1.8; C = -11; D = 3; E = -13; F = 8; G = 2; H = -4; I = 1
Cc1ccc(NCc2n[nH]c(=S)n2Cc2ccccc2)cc1Cl
  A = 0.0%; B = -0.5; C = -2; D = 1; E = -12; F = 10; G = 9; H = 4; I = 3
CNc1c(NS(=O)(=O)c2ccc(C(C)(C)C)cc2)c(=O)oc2ccccc12
  A = -0.9%; B = /; C = 14; D = /; E = 5; F = /; G = 3; H = -3; I = -10
Cc1cc2nc(NC(=O)c3ccc(S(=O)(=O)N4CCOCC4)cc3)sc2cc1C
  A = 0.9%; B = 0.8; C = -2; D = /; E = /; F = 4; G = 1; H = 0; I = -2
COc1cc(NC(=O)COC(=O)/C=C/c2ccccc2Cl)cc(OC)c1
  A = -0.3%; B = 1.5; C = 2; D = 10; E = 9; F = 4; G = 4; H = 4; I = 2
C=CCn1c(NC(=O)CC)c(C(=O)OCC)sc1=S
  A = 0.9%; B = -0.3; C = 6; D = -9; E = -11; F = 0; G = 3; H = -4; I = 0
COC(=O)C1=NN(N=O)C2(CC(=O)N(c3cc(C)cc(C)c3)C2=O)C1 (configuration not stated)
  A = 4.9%; B = 0.2; C = 0; D = 2; E = -9; F = 1; G = 4; H = 1; I = -4
CCOc1cc(C(=S)N2CCOCC2)ccc1OC(=O)c1ccc(C)cc1
  A = 0.3%; B = -0.1; C = -4; D = 2; E = -6; F = 1; G = 2; H = -8; I = -20
COc1ccc(C(=O)Nc2nnc(CCc3ccccc3)s2)c(OC)c1
  A = 2.2%; B = 0.5; C = -4; D = 4; E = 0; F = -2; G = 1; H = -4; I = 1
O=C1CCCN1CCCNC(=S)Nc1ccc(Cl)cc1Cl
  A = 4.2%; B = 3.2; C = 1; D = -5; E = 18; F = 4; G = 3; H = -5; I = -10
CN(Cc1ccccc1)C(=O)CCS(=O)(=O)c1cc(Br)cc2c1N(C(=O)C1CC1)CC2
  A = 3.3%; B = -1.2; C = 1; D = /; E = 0; F = 20; G = 0; H = -3; I = 1
CCCC(=O)NCC(c1ccc2c(c1)OCO2)N1CCN(c2ccccc2)CC1 (configuration not stated)
  A = 4.0%; B = 1.2; C = 0; D = /; E = -8; F = -9; G = 4; H = -4; I = 7
CC1CCN(CC(=O)c2c[nH]c3ccccc23)CC1
  A = -0.6%; B = 1.2; C = 38*; D = -2; E = 2; F = -1; G = 9; H = -7; I = 4
CC(C)c1nnc(NC(=O)CCC(=O)Nc2ccc3cn[nH]c3c2)s1
  A = 0.7%; B = -0.5; C = -2; D = 61*; E = -5; F = -8; G = 1; H = -9; I = 1
O=C(NC1CCCC1)C(c1ccccn1)N(C(=O)c1csnn1)c1ccccc1Br (configuration not stated)
  A = -1.8%; B = -0.1; C = -1; D = -5; E = -12; F = -4; G = 1; H = 4; I = -9
COC(=O)c1ccccc1NC(=O)C1CCCN(S(=O)(=O)c2ccc(F)cc2)C1 (configuration not stated)
  A = -2.1%; B = 0.9; C = -2; D = -5; E = -4; F = -2; G = 2; H = 1; I = 4
Cc1ccc(S(=O)(=O)N2CCN(C(=O)c3ccc(Cl)nc3)CC2)cc1
  A = 1.8%; B = 0.0; C = -3; D = -37; E = -7; F = -1; G = 1; H = -3; I = 15
COc1ccc(CNC(=O)c2cc(-c3cccs3)nc3ccccc23)c(OC)c1
  A = 8.3%; B = -1.1; C = 6; D = /; E = -8; F = -4; G = 4; H = -1; I = -46*
Cc1ccc(NC(=O)Cn2cc(C(=O)C3CCCCC3)c3ccccc32)c(C)c1
  A = 4.4%; B = 0.4; C = -1; D = /; E = -8; F = -9; G = 1; H = 2; I = -1
CCCCNS(=O)(=O)c1ccc(S(=O)(=O)n2cnc3ccccc32)cc1
  A = 1.0%; B = 0.5; C = 4; D = 0; E = 17; F = 3; G = 0; H = -15; I = -8
O=C(COC(=O)C1CCN(c2ccc(C(F)(F)F)cn2)CC1)Nc1ccc(F)cc1[N+](=O)[O-]
  A = 0.5%; B = 0.6; C = -3; D = -5; E = -13; F = 3; G = 5; H = -1; I = 3
CNc1nc2c(Cl)cc(Cl)cc2s1
  A = 1.2%; B = -0.8; C = 17; D = -14; E = 6; F = -2; G = 1; H = -2; I = -13
CCOc1ccc(-c2nc(C#N)c(NCc3ccc4c(c3)OCO4)o2)cc1
  A = 0.1%; B = 0.7; C = 12; D = 7; E = /; F = 7; G = 0; H = 2; I = 11
COc1cc(NC(=O)CSc2nc(=O)n(CCCN3CCOCC3)c3c2CCC3)cc(OC)c1
  A = -0.3%; B = -2.0; C = 0; D = 1; E = -10; F = -18; G = 2; H = 4; I = -1
O=C(OCC(=O)N1CCCC1=O)c1nc(Cl)c(Cl)c(Cl)c1Cl
  A = 2.2%; B = -2.3; C = -5; D = -10; E = 1; F = -9; G = -1; H = 0; I = 1
Cc1ccc(-c2noc(CCC(=O)NCCCN3CCN(c4ccc(F)cc4)CC3)n2)cc1
  A = 1.7%; B = 0.5; C = -6; D = 61*; E = -15; F = -19; G = 25; H = -14; I = -83*
O=C(O)c1ccc(N/N=C/c2ccc(F)c(F)c2)cc1
  A = 1.3%; B = 0.0; C = 47*; D = -2; E = 0; F = -12; G = 3; H = -5; I = 6
S=C1NC2(CCCCC2)Cc2ccccc21
  A = 2.2%; B = -0.8; C = -6; D = 32*; E = -2; F = -6; G = 0; H = -2; I = 14
O=C(CSC1=NCCS1)NC1CCCC1
  A = 0.8%; B = -0.1; C = 1; D = 18; E = -14; F = 6; G = 1; H = 3; I = 7
C=CCn1c(CCNC(=O)c2ccco2)nc2ccccc21
  A = -0.4%; B = 0.4; C = -2; D = 8; E = 4; F = -2; G = 1; H = 3; I = 6
Cc1ccc(SCC(=O)N2CC(C)OC(C)C2)cc1 (configuration not stated)
  A = 0.5%; B = -0.7; C = -9; D = 5; E = 2; F = 20; G = 0; H = 3; I = 6
O=C(Nc1nnc(SCc2ccc(F)cc2)s1)C1=COCCO1
  A = 0.0%; B = 0.3; C = 43*; D = 0; E = -2; F = -1; G = 0; H = -5; I = -5
CCCCNC(=O)C1CCN(S(=O)(=O)CCC)CC1
  A = 2.9%; B = -1.0; C = -2; D = /; E = /; F = -22; G = -2; H = 1; I = 16
CC(=O)c1cccc(NC(=O)c2cc(-c3ccco3)nc3ccccc23)c1
  A = 3.5%; B = -0.5; C = 2; D = -20; E = 3; F = 5; G = 1; H = 2; I = 0
Cc1nn(CC(=O)N2CCc3ccccc3C2)c(C)c1[N+](=O)[O-]
  A = 0.3%; B = 0.7; C = -5; D = -3; E = 8; F = 9; G = 1; H = -1; I = 10
CCCc1ccc(OC(C)c2nc(-c3ccc(-n4cccc4)cc3)no2)cc1 (configuration not stated)
  A = 1.1%; B = 0.2; C = 36*; D = /; E = -4; F = -4; G = 7; H = -2; I = 0
Cc1ccn2c(=O)cc(COc3ccc(NC(=O)c4ccccc4F)cc3)nc2c1
  A = 4.4%; B = -0.1; C = -1; D = /; E = 0; F = -10; G = 2; H = -2; I = -14

Among those listed so far, these have a furan ring, fused or not:
Codes: A = RXFP1 agonist; B = D2 ag; C = TRHR PAM; D = D2 antag; E = RXFP1 antagonist; F = D2 PAM; G = D1 ag; H = D1 potentiator; I = D1 antagonist
C=CCn1c(CCNC(=O)c2ccco2)nc2ccccc21
  A = -0.4%; B = 0.4; C = -2; D = 8; E = 4; F = -2; G = 1; H = 3; I = 6
CC(=O)c1cccc(NC(=O)c2cc(-c3ccco3)nc3ccccc23)c1
  A = 3.5%; B = -0.5; C = 2; D = -20; E = 3; F = 5; G = 1; H = 2; I = 0
